Source: PubChem (National Center for Advancing Translational Sciences (NCATS))
KDM5B inhibitor: Primary screen for KDM5B Histone Demethylases FDH-coupled qHTS | AID 1347165, 2019 | KDM5B demethylase, FDH-coupled NADH fluorescence (FDH is formaldehyde dehydrogenase) | Potency, µM (highest dose often 57.7 µM), for inactives: top-dose activity change, negative = inhibition, most hits filed as inhibitors | 2.6% of 220,000 active | Lysine-specific demethylase 5B (Homo sapiens), Q9UGL1; active means well fitted inhibition curve with a large enough effect; inconclusive means small, poorly fitted or top-dose-only effect; inactive means no such curve, though single readings can be large or run the other way; further: 0% is about no effect; nearly all actives have a fitted effect of over 70% in size
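Here, H3K4me3 peptide (12.5 µM in substrate mix) is demethylated by KDM5BΔAP, 200 nM final, after 10 min compound exposure. Formaldehyde product is coupled through FDH (0.25 U/mL in mix) to NADH fluorescence; 30-min ΔRFU feeds dose-response curves.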
Numbers without * were called inactive; i = inactive; ? = inconclusive; [ ] = remark or other dose. Potency means the concentration at half of the fitted maximal effect. The list is partial; the hit share may differ from the screen's.

KDM5B inhibitor | Compound
12.4% | Cc1nc(=O)c(-c2ccccc2)c(C)n1-c1ccc(Br)cc1
-4.3%[86.2 µM] | CNC(=O)c1cccc(-c2cnc3[nH]cc(CC(=O)NC4CCC4)c3c2)c1
-0.2% | COc1ccccc1-c1nc(-c2cc3cccc(OC)c3oc2=O)cs1
20.8% | CCN(C(=O)c1cc2ccccc2oc1=O)c1nc2ccccc2s1
-2.4% | COc1ccc(C(C)=O)cc1CN1CCCCC1
? | Cc1nc(S(=O)(=O)Nc2ccccc2C(=O)NCC2CC2)cn1C
2.3%[115 µM] | O=c1n(-c2ccc(Cl)cc2)nc2n1CCN(Cc1ccc(F)cc1)C2
3.0% | Cc1ccccc1-c1nnc(SCC(=O)N(C)C2CCCCC2)o1
i | CCC(=O)N1CCN(c2oc(/C=C/c3ccccc3Cl)nc2C#N)CC1
24.3% | Cc1cnn(CCC(=O)N2C[C@@H](CO)[C@H](c3nc(C4CC4)no3)C2)c1
? | O=C1CCN(C(=O)c2ccccc2)CCCC(C(=O)NCCCc2ccccc2)CCN1 (stereo not drawn)
-18.9% | Cc1nn(C)c2ncnc(N3CCC4(C3)C(=O)N(CC(N)=O)c3ccccc34)c12 (stereo not drawn)
-8.2% | O=c1c2ccccc2c(-c2cccs2)nn1CC(O)COCc1ccccc1F (stereo not drawn)
? | CCN1CCN(c2csc3ccc(Br)cc3c2=O)CC1
9.6% | CCc1cc(C(=O)NNC(=S)NC)cs1
5.0% | Cc1ccc(CNC(=O)Cn2ccn(-c3cccc(Cl)c3)c(=O)c2=O)cc1
? | CCN1CCN(C(=O)c2ccc(N3CC4CC(C3)[C@H]3CCCC(=O)N3C4)nc2)CC1 (stereo partly drawn)
14.0%[86.2 µM] | O=C(NC[C@H]1COCc2nc3cc(F)ccc3n21)c1ccccc1
10.1% | Cc1ccc(NC(=O)CN2C(=O)NC(c3ccccc3Cl)C3=C2COC3=O)cc1C (stereo not drawn)
-0.6% | CCc1cc(OCCCCOc2ccc(C=O)cc2OC)ccc1Cl
-20.1% | COc1cccc(N2CCN(C(=O)c3cccc(NC(=O)c4nsc5ccccc45)c3)CC2)c1
-2.2% | COc1ccc(NC(=O)Cn2c(=O)n(CC3CCCO3)c(=O)c3ccccc32)c(OC)c1 (stereo not drawn)
-0.1%[115 µM] | Cn1nccc1CN1CCn2c(nn(-c3ccc(C(F)(F)F)cc3)c2=O)C1
-3.9% | COc1ccc(C(=O)N2CCN(C(=O)c3nnn4c3COC(c3ccc(Cl)cc3)C4)CC2)cc1 (stereo not drawn)
0.1% | CN(CC(=O)NC(=O)NCc1ccco1)Cc1cccc(Cl)c1Cl
5.2% | Cc1ccc(N2CCN(C(=O)CCc3ccnc(N4CCOCC4)c3)CC2)cc1
-9.9%[86.2 µM] | COc1ccc(-c2cn(C)c(=O)n3cc(CN4CCN(C)CC4)nc23)cn1
-17.1% | Cc1nn(-c2ccc(F)cc2)c(-n2cccc2)c1C(=O)N1CCCCC1C (stereo not drawn)
26.6% | CN(CCC1CCCCN1C)Cc1cccc(C#N)c1 (stereo not drawn)
18.1% | O=C(Cn1nc2c(cc1=O)CCCC2)NCCc1nc(-c2ccccc2)cs1
? | O=C(Cc1ccsc1)N1CCCC1c1nc(C2CCOCC2)no1 (stereo not drawn)
-9.6% | CCC(C)NC(=O)N1CCC2(CC1)NC(=O)c1ccccc1O2 (stereo not drawn)
8.0% | CNC(=O)[C@@H]1C[C@@H](n2cc(CN(C)C(=O)Nc3ccc(C)c(C)c3)nn2)CN1
? | COCCC1(CO)CCCN(c2ncc(F)c(N3CCCC3)n2)C1 (stereo not drawn)
7.8% | COCCN1CCC2(CCC1=O)CN(C(=O)c1ccco1)CCN2C (stereo not drawn)
50.3%[activator][86.2 µM] | O=C(Nc1cccnc1)c1ccc2c(c1)OCCN(c1cccc(OC(F)(F)F)c1)C2
12.9% | CCn1c(SCC(=O)Nc2ccc(C(=O)O)cc2)nnc1-c1ccccc1Cl
? | CCOc1ccc(NCc2cccn2-c2nnc(N3CCC(C(=O)NCCOC)CC3)s2)cc1
? | O=S1(=O)c2ccccc2N(Cc2ccc(Cl)cc2)c2ccccc21
9.9% | CN(Cc1cccc(-c2nn[nH]n2)c1)C(=O)C1CCCN(CC(N)=O)C1 (stereo not drawn)
-10.7% | CCC(C)(C)C(=O)N[C@@H]1CN(c2ccncn2)C[C@H]1CO
-2.0% | Cc1ccc(OCC(=O)NCC(=O)OCc2cc(=O)n3nc(C)sc3n2)cc1
? | CC(C)NC(=O)NCc1c(-n2cccc2)sc2c1CCN(C)C2
-27.6% | Cc1ccc(NC(=O)C2CCN(S(=O)(=O)c3c(C)noc3/C=C/c3cccs3)CC2)cc1F
2.4% | Cc1[nH]c2ccccc2c1C1c2ccccc2C(=O)N1CCc1ccccc1 (stereo not drawn)
? | CC(C)Oc1cccc(C(=O)Nc2ccc(-c3nc4cc(Cl)cc(Cl)c4o3)cc2)c1
-7.8% | Cc1nc2ccccc2n2c(-c3ccccc3)c3c(=O)n(C)c(=O)n(C)c3c12
? | O=C(NC1CCCCC1)N1Cc2[nH]cnc2C[C@H]1c1nc(-c2ccc3ccccc3c2)no1
7.7% | CSc1nc2n(n1)C(c1ccc(Cl)c(Cl)c1)C1=C(CCCC1=O)N2 (stereo not drawn)
-19.6% | Cc1cc2nc3n(c(=O)c2n1CC(=O)NCCc1ccc(Cl)cc1)CCCC3
-1.0% | CCOC(=O)c1ccc(NC(=O)Cn2ncc3c(C)n(Cc4ccccc4F)c(C)c3c2=O)cc1
? | COc1cccc(CC(=O)NCc2nnc3cc(-c4nc(C5CC5)no4)ccn23)c1
-17.1% | COc1ccc(S(=O)Cc2ccc(C(=O)N3CCN(c4cccc(C)c4C)CC3)o2)cc1 (stereo not drawn)
3.6% | CC(C)Cc1ccc(C(NC(=O)CC2(C(=O)O)CCCC2)c2cccs2)cc1 (stereo not drawn)
-1.6% | CCOc1ccc(C2CC(=O)c3c([nH]c(C(=O)OC4CCC(C)CC4)c3C)C2)cc1 (stereo not drawn)
? | O=C(NCc1ccccc1)c1csc(N2CCN(c3ccc(Cl)cc3)CC2)n1
-26.3% | CS(=O)(=O)c1ccc(CN2CCCC(c3ccccc3)C2)cc1 (stereo not drawn)
-1.3% | NC(=O)C(Oc1ccc(Cl)c(Cl)c1)c1ccccc1 (stereo not drawn)
-2.7% | O=S(=O)(Nc1ccc(F)c(C(F)(F)F)c1)c1ccc(N2CCCCS2(=O)=O)cc1
14.6% | Cc1cc(C)n(-c2cccc(-c3nc(C4CCOC4)no3)c2)n1 (stereo not drawn)

Going on with the list:
KDM5B inhibitor | Compound
-29.6% | CC(=O)c1ccc(NC(=O)CCc2c(C)nc3cc(-c4ccc(Cl)cc4)nn3c2C)cc1
6.3% | CCOCCOC1CCN(C(=O)c2cccc(F)c2)CC1
-2.3% | FC(F)(F)c1cccc(CCC2CCCN(Cc3cccnc3)C2)c1 (stereo not drawn)
4.0% | CCN(CC)CCCNC(=O)CN1C(=O)COc2ccc(S(=O)(=O)N3CCC(C)CC3)cc21
-4.4% | Cc1cc(C)n(CCC(=O)N2C[C@@H](CO)[C@H](c3nc(C4CC4)no3)C2)n1
? | O=C(/C=C/c1ccccc1Cl)c1cccc(O)c1
-14.5% | COc1cc(SC)ccc1C(=O)Oc1ccccc1C
1.6% | COc1cccc(NC(=O)CN(C)CC(=O)Nc2c(C)cccc2C)c1
-21.0% | CCOC(=O)c1cn(C2CN(S(=O)(=O)c3cccc(F)c3)C2)nn1
-25.1% | Cc1ccc(N(C(C)C(=O)NCc2ccc(Cl)cc2Cl)S(C)(=O)=O)cc1C (stereo not drawn)
34.0% | O=C(O)C1(c2ccc(Cl)cc2)CCCCC1
-18.2% | N#Cc1cccc(Cn2c(CN3CCCCC3)nc3scc(-c4cccs4)c3c2=O)c1
2.5% | CC1CN(Cc2nc3cc(Cl)ccc3n2Cc2ccccc2)CCO1 (stereo not drawn)
18.3% | Cc1ccc(C(=O)N2C[C@@H](Oc3ccccc3)C[C@H]2C(=O)N2CCCC2)cn1
5.8% | Nc1nnn(CC(=O)N/N=C/c2ccncc2)n1
-12.0%[115 µM] | CN(C)c1ccc(CN2CCC3(CC2)C(=NC2CCCCC2)NC(=O)N3c2cc(F)cc(F)c2)cc1
8.4% | CC1=C/C(=N/Nc2nc3ccccc3[nH]2)CC1
-0.3% | COc1ccc(C(=O)Nc2nc(-c3ccc(Br)cc3)ns2)cc1
-2.5% | Cc1cccc(NC(=O)CSc2nnc(C)c(=O)[nH]2)c1
12.0% | Cc1cccc(N2CCN(S(=O)(=O)c3ccc4[nH]c5c(c4c3)CCCCC5)CC2)c1C

Random excerpt: 2 records from the list, in no set order.
KDM5B inhibitor | Compound
34.0% | O=C(O)C1(c2ccc(Cl)cc2)CCCCC1
-4.4% | Cc1cc(C)n(CCC(=O)N2C[C@@H](CO)[C@H](c3nc(C4CC4)no3)C2)n1

Continued:
KDM5B inhibitor | Compound
? | Cc1ccc(CCNC(=O)Cn2nc(-c3ccc(C)cc3)ccc2=O)cc1
-1.4% | CCCNC(=O)N1CCCC(c2nc(C3CCOCC3)no2)C1 (stereo not drawn)
? | OCc1cccc(-c2cc(-c3cccnc3)c3cncn3c2)c1
? | c1cnc(N2CCN(c3ncc4c(n3)CCNC4)CC2)nc1
4.9% | CCOc1cccc(CNC(=O)CN2CC3CC(C2)[C@H]2CCCC(=O)N2C3)c1 (stereo partly drawn)
? | Cn1cc(C(=O)NCC2CN(CCCc3ccccc3)CC23CN(c2ccccc2)C3)cn1 (stereo not drawn)
8.3% | CN(C(=O)COC(=O)c1ccc2ccccc2n1)c1ccccc1
-2.3% | CC(C)c1ccc(CN(C(=O)Cc2n[nH]c(=O)c3ccccc23)C2CC2)cc1
28.2µM* | Cc1c(-c2ccccc2F)[nH]c2ccc(CNC(=O)CN3CC(=O)NC3=O)cc12
22.5% | CC(C)C(=O)Nc1nnc(CCc2ccccc2)s1
0.3% | CCOC(=O)C1CCCN(S(=O)(=O)c2cc(-c3onc(C)c3C)ccc2OC)C1 (stereo not drawn)
-31.5% | Cc1cc2nc3c(nc2cc1C)C(O)=C3O
-7.2% | COc1ccc(OCc2nc(C)c(CCO)c(=O)n2CC(=O)Nc2cc(OC)ccc2OC)cc1
2.5% | Cc1ccccc1C(=O)N1CCC2(CC1)Cc1ccccc1NC2=O
-0.7% | CC(C)CNC(=O)N1CCCC(c2noc(COc3ccccc3F)n2)C1 (stereo not drawn)
27.6% | COCC1(c2nc(C3CCOCC3)nn2-c2ccncc2C)CC1
-25.5% | CN(C)c1ccc(CNC(=O)CCCN2C(=O)CCn3nc(-c4cccn4C)cc32)cc1
15.9%[86.2 µM] | CC(=O)N[C@@H]1C=C[C@@H](c2c(C)nn(-c3ccc(C(C)(C)C)cc3)c2C)C1
13.9%[86.2 µM] | COC(=O)CNC(=O)C1CN(c2ccc(OC)cc2)C(=O)N1 (stereo not drawn)
-18.5% | CCC1CCCCN1C(=O)c1ccc2c(c1)N(Cc1cccc(Cl)c1)C(=O)c1ccccc1S2(=O)=O (stereo not drawn)
1.2% | COc1cccc(NC(=O)CN(C)C(=O)c2cccc(NS(=O)(=O)c3ccc(Br)cc3)c2)c1
-31.4% | O=C(Cc1ccc(N(Cc2ccccc2)C(=O)c2ccco2)cc1)NCc1ccc(F)cc1
? | Cc1cc(C)c2cc(C#N)c(N3CCCN(C(=O)c4cnccn4)CC3)nc2c1
7.9% | COc1ccc(-c2noc(CSc3nnc(-c4ccncc4)n3-c3cccc(C)c3)n2)cc1OC
7.1% | O=C(Nc1cccc(C(=O)NC2CC2)c1)c1cccc(S(=O)(=O)Nc2ccc(F)cc2)c1
-26.5% | COc1ccc(OC)c(NC(=O)Nc2cnccn2)c1
6.8% | CC(C)(C)NC(=O)N1CCCC(c2nc(CCOCC3CC3)no2)C1 (stereo not drawn)
-6.8% | COc1cc(F)ccc1C1=NN(C(C)=O)C(c2ccc3nccnc3c2)C1 (stereo not drawn)
7.9% | CN(Cc1cccnc1)C(=O)CCC1CCN(C(=O)c2ccccc2)CC1
-35.1% | Cc1ccc2ncc(S(=O)(=O)c3ccccc3)c(N3CCCCC3C)c2c1 (stereo not drawn)
30.7%[activator] | O=C(CC(=O)Nc1ccc(F)cc1)Nc1ccc(F)cc1
-1.6%[86.2 µM] | COc1ccc(C)cc1-c1nccc2c(=O)cc(-c3cnn(C)c3)oc12
12.3% | N#CC1=C(SCc2ccccc2)NC(=O)C(C#N)C12CCCC2 (stereo not drawn)
5.5% | Cc1ccc2nc(NC(=O)CSc3nccn3Cc3ccc4c(c3)OCO4)sc2c1
22.4% | Cc1noc(-c2ccccc2Cl)c1C(=O)NCc1ccccc1Cl

An excerpt from above in order of the KDM5B inhibitor value, high to low.
KDM5B inhibitor | Compound
22.5% | CC(C)C(=O)Nc1nnc(CCc2ccccc2)s1
7.9% | COc1ccc(-c2noc(CSc3nnc(-c4ccncc4)n3-c3cccc(C)c3)n2)cc1OC
5.5% | Cc1ccc2nc(NC(=O)CSc3nccn3Cc3ccc4c(c3)OCO4)sc2c1
5.0% | Cc1ccc(CNC(=O)Cn2ccn(-c3cccc(Cl)c3)c(=O)c2=O)cc1
-3.9% | COc1ccc(C(=O)N2CCN(C(=O)c3nnn4c3COC(c3ccc(Cl)cc3)C4)CC2)cc1 (stereo not drawn)
-7.2% | COc1ccc(OCc2nc(C)c(CCO)c(=O)n2CC(=O)Nc2cc(OC)ccc2OC)cc1
-35.1% | Cc1ccc2ncc(S(=O)(=O)c3ccccc3)c(N3CCCCC3C)c2c1 (stereo not drawn)
